V1R ag counter – agonists of human V1a receptor, primary screen, counter-screen for OXTR agonist project, fluorescence, CHO-V1R cells | Vasopressin V1a receptor (Homo sapiens), P37288 | activation, % at 3 µM | actives 0.25% (n = 320,000) | Fluo-8 calcium fluorescence, agonist mode; 0% DMSO, 100% 3 nM vasopressin | AID 2797, 2010;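 active = activation above the mean activation of all tested compounds plus 3 SD, per screening run, cut at about 20% in these data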;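 note: signal is peak over basal fluorescence ratio across a 100 second FLIPR read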
Target sequence (P37288 whole entry, looked up): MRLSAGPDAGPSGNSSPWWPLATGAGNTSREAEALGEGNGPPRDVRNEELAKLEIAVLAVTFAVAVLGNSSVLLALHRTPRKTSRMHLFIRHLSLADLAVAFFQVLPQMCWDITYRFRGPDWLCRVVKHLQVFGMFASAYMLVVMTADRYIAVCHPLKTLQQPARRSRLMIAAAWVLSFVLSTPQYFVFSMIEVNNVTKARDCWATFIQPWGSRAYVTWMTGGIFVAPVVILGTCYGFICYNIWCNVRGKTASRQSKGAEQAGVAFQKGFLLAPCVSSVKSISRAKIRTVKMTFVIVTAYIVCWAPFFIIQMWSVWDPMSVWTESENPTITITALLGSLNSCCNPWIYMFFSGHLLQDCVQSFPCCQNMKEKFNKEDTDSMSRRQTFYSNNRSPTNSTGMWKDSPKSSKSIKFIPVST
MEKK2mut PB1 HTS – MEK5 binding signal on mutant MEKK2 PB1, primary screen, biochemical, multiplex bead flow cytometry, Alexa488-MEK5; Alexa488-MEK5 binding to MEKK2 mutant; percent response, % at 10 µM; actives 0.35% (n = 290,000); AID 1530, 2009; in the data active = percent response above about 24%, passing the limit was not always enough; note: inactives centre near 1; some results filed as inactive read as strong as hits
GPR7 antag – GPR7 receptor antagonists, primary screen, cell-based, fluorescence, single concentration; Neuropeptides B/W receptor type 1 (Homo sapiens), P48145; GPR7-expressing cells, fluorescence antagonist assay; inhibition, % at 4.4 µM; actives 1.1% (n = 290,000); in the data active = inhibition above about 16%, passing the limit was not always enough;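 note: cells stimulated with the agonist NPW; 0% = agonist with vehicle and 100% = vehicle without agonist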
Target sequence (P48145 whole entry, looked up): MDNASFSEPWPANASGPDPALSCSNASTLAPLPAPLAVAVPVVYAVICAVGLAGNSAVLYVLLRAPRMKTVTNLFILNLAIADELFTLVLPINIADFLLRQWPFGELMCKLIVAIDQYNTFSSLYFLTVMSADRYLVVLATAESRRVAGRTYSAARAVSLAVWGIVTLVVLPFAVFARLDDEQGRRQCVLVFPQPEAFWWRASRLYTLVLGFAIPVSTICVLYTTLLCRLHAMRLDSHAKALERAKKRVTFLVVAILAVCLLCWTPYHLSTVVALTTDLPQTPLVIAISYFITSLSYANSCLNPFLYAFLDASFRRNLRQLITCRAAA
OXTR potentiator – human OXTR potentiators, primary screen, fluorescence, CHO-OTR cells, Fluo-8 calcium; AID 2445, 2010; activation, % at 3 µM; Oxytocin receptor (Homo sapiens), P30559; actives 0.061% (n = 320,000); Fluo-8 calcium fluorescence, potentiator mode; 0% = oxytocin EC15, 100% = EC100;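 active = activation above that plate's cutoff, the mean activation of tested compounds plus 3 SD, cut at about 6.6% in these data, passing the limit was not always enough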;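 note: 100% uses oxytocin at 75 nM as the full agonist control; some results filed as inactive read as strong as hits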
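assay system = CHO-OTR cells, human receptor | schedule = compound 6 min at room temperature before oxytocin, 100 s read | detection = Fluo-8 intracellular calcium fluorescence, ex 470-495, em 515-575 nm | evaluation = normalized max/min fluorescence ratio, % activation | control set = EC15 oxytocin alone as 0%, 75 nM oxytocin (EC100) as 100%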
GalR3 antag – GalR3 antagonists in HEK293 cells, primary screen, cell-based, fluorescence readout; inhibition, % at 3 µM; Galanin receptor type 3 (Homo sapiens), O60755; HEK293 GalR3-CNG cAMP membrane potential fluorescence; galR3 body fused to GalR1 C-terminus; actives 0.44% (n = 360,000);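 active = inhibition above the screen-wide average plus 3 SD, cut at about 13% in these data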;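 note: forskolin and galanin both at EC90 stimulate the cells; cAMP rise reported by CNG channel membrane potential dye signal; 0% = forskolin plus galanin with DMSO and 100% = forskolin alone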
Target sequence (O60755 1-299 limits assumed): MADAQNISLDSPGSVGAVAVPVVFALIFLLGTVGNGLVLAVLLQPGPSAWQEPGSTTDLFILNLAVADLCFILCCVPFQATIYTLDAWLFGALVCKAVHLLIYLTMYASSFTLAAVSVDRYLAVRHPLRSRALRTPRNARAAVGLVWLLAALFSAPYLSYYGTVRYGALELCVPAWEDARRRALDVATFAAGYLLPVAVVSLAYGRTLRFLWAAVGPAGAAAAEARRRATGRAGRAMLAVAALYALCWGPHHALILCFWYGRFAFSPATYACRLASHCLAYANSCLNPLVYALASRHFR
OXTR agonist – human OXTR agonists, primary screen, fluorescence, CHO-OTR cells, Fluo-8 calcium; Oxytocin receptor (Homo sapiens), P30559; Fluo-8 calcium fluorescence; normalized: DMSO 0%, oxytocin 100%; activation, % at 3 µM; actives 0.32% (n = 320,000);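 active = activation above the mean of all tested compounds plus 3 SD, cutoff set per screening run, cut at about 20% in these data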;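 note: peak over basal fluorescence ratio from a 100 s FLIPR kinetic read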
MEKK2wt PB1 HTS – modulators of MEK5 binding to wildtype MEKK2, primary screen, biochemical, multiplex bead flow cytometry, Alexa488-MEK5 | AID 1531, 2009 | binding response (% of control), % at 10 µM | actives 1.1% (n = 290,000) | Mitogen-activated protein kinase kinase kinase 2 (Homo sapiens), Q9Y2U5 | Alexa488-MEK5 binding to MEKK2 WT; actives lie on both sides; in the data active = binding response below about 67% or above about 130%
NALP1 yeast inh – NALP1 inflammasome inhibitors in reconstituted yeast, colorimetric, S. cerevisiae, triplicate retest; inhibition, % at 10 µM; S. cerevisiae NALP1/ASC/caspase-1 growth, X-gal OD620, 72 h; AID 2071, 2009; actives 0.61% (n = 280,000); in the data active = inhibition mostly above about 24%, no sharp cut-off; inactive = mostly below about 32%; note: some compounds called inactive have numbers as strong as hits
PfM18AAP inh – PfM18AAP inhibitors, malaria aminopeptidase, primary screen, biochemical, QFRET, recombinant enzyme | inhibition, % at 7.35 µM | M18 aspartyl aminopeptidase (Plasmodium falciparum 3D7) | actives 1.2% (n = 290,000) | H-Glu-NHMec fluorogenic cleavage;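 active = inhibition above the campaign mean inhibition over all tested compounds plus 3 SD, cut at about 28% in these data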;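 note: 0% = plate median of test compound wells and 100% = 2 mM ZnCl2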
The depositor's hits bear a star; · = not tested or not shown; [ ] = remark or other dose.

SMILES	V1R ag counter	MEKK2mut PB1 HTS	GPR7 antag	OXTR potentiator	GalR3 antag	OXTR agonist	MEKK2wt PB1 HTS	NALP1 yeast inh	PfM18AAP inh
O=C(COC(=O)c1ccccc1Cc1ccccc1)Nc1ccc(SC(F)F)cc1	3.4	13	0	-8	0	2.1	140	17	-5
OC(c1ccccc1)(c1ccccc1)C1CCN(C(=S)Nc2ccc(F)cc2)CC1	-0.7	·	·	-1	-3	-1.0	·	·	·
CC(=O)N/C(=N\c1nc(C)cc(C)n1)Nc1ccc(Cl)cc1Cl	0.4	-1	7	-17	-10	-0.1	92	14	-6
Cc1ccc2c(c1)c1cccc3c1n2CCN3CCC(N)=O	-0.5	0	-2	-6	·	1.2	100	-8	9
Cc1cc(C(=O)NNC(=S)NCC(C)C)cs1	-0.5	-2	-1	-3	-4	-2.2	91	15	11
CCN(C(=O)CN1CCN(Cc2ccccc2)CC1)c1c(N)n(Cc2ccccc2)c(=O)[nH]c1=O	1.1	-6	-11	-9	-1	-0.3	101	-8	0
O=C(COc1ccccc1)Nc1ccc2[nH]c(=O)[nH]c2c1	0.3	2	-6	-1	10	0.0	103	20	-2
CC(=O)N1CCN(c2ccccc2NC(=O)COc2ccccc2C)CC1	0.3	-7	14	-8	-2	-0.2	90	19	-9
COC(=O)c1cc2ccccc2n1S(=O)(=O)c1ccccc1	-1.0	2	3	-4	-8	-2.0	100	3	-6
CC1(C)C(=O)C2(CCCCC2)C(=O)OC1c1cccs1 (configuration not stated)	-1.0	3	-3	5	-4	-2.9	102	1	-11
Cc1ccc(CSCCNC(=O)CN(c2ccccc2)S(C)(=O)=O)cc1	1.9	1	-8	-7	-7	-0.2	102	3	-2
CN1CCN(C(=O)c2cc([N+](=O)[O-])cc([N+](=O)[O-])c2)CC1	1.3	-2	-7	-12	-10	0.8	98	7	-10
CN1CCN(c2nc3c(c(=O)[nH]c(=O)n3C)n2Cc2ccc(Cl)cc2)CC1	·	8	-8	·	-10	·	103	1	-2
Fc1cccc(Cl)c1-c1nnc2ccc3ccccc3n12	6.8	-2	-11	-6	-5	4.2	93	-9	-5
c1ccc(SCc2nc(-c3ccncc3)no2)cc1	1.6	2	-10	-2	-2	1.5	104	17	-1
O=C(c1cnn2c(C(F)(F)F)cc(-c3ccc(F)cc3)nc12)N1CCc2ccccc2C1	-1.3	1	2	-4	-1	-0.8	95	-1	5
CCS(=O)c1ccccc1C(=O)OC(C)C(=O)Nc1ccc(S(=O)(=O)N2CCCC2)cc1 (configuration not stated)	-0.1	·	·	-7	-4	-0.1	·	·	·
CCOc1ccc(N(C)C(=O)CCc2nnc3ccc(N4CCCC4)nn23)cc1	1.2	6	-5	-10	2	-1.0	100	2	2
Cc1nn(-c2ccccc2)c2[nH]c(C(F)(F)F)cc(=O)c12	7.5	5	-9	-15	-4	3.6	113	11	0
Cc1cc(=O)n(-c2ccccc2Cl)[nH]1	7.9	-1	-5	-5	-5	0.0	100	-2	-2
CS(=O)(=O)N1N=C(c2ccc(Br)cc2)CC1c1cccs1 (configuration not stated)	3.4	7	4	-8	-5	0.3	100	-6	0
COc1ccc(C(C)NC(=O)C2C(=O)NC3(C)CC2c2ccccc2O3)cc1 (configuration not stated)	0.5	1	-10	-2	0	0.5	99	-2	-2
O=C(Nc1nnc(-c2ccc(F)cc2)s1)Nc1ccccc1F	-0.1	1	-16	-8	-2	-0.3	93	·	0
N#Cc1cccc(NC(=O)CCNC(=O)c2ccccc2Cl)c1	1.1	13	-1	-5	-1	-0.5	103	33	-8
O=C(CN1C(=O)NC2(CCCCC2)C1=O)Nc1ccc2[nH]c(=O)[nH]c2c1	0.9	·	·	0	-4	0.4	·	·	·
(more compounds)
SMILES	V1R ag counter	MEKK2mut PB1 HTS	GPR7 antag	OXTR potentiator	GalR3 antag	OXTR agonist	MEKK2wt PB1 HTS	NALP1 yeast inh	PfM18AAP inh
COc1cccc(C2NC(=O)NC(C)=C2C(=O)Nc2ccccc2C)c1 (configuration not stated)	·	7	-2	·	·	·	101	-9	0
COc1cc(OC)c2c(-c3ccccc3)cc(=O)oc2c1C(CC(=O)N1CCN(c2ccccc2)CC1)c1ccc(N(C)C)cc1 (configuration not stated)	-1.2	-14	·	-8	0	-1.3	85	-2	·
Cn1cc(C(=O)c2ccc(Cl)cc2Cl)cc1C(=O)N/N=C(\N)COc1ccc(Cl)cc1Cl	-0.6	·	4	-3	-2	-0.9	·	-6	-7
O=C(c1ccc(NS(=O)(=O)c2ccccc2)cc1)N1CCN(Cc2ccc3c(c2)OCO3)CC1	4.6	8	-3	-15	-2	3.5	109	·	-5
CC(C)c1nnc(NC(=O)c2cccs2)s1	0.4	3	-1	-7	·	-1.0	108	·	4
Cc1noc(C)c1S(=O)(=O)N1CCC(C(=O)NC2CCN(Cc3ccccc3)CC2)CC1	0.7	0	3	-6	-4	0.1	101	39*	-14
Cc1nnc(-c2ccc(Oc3ccc(Cl)cc3)c([N+](=O)[O-])c2)o1	2.6	-1	1	-5	1	-1.4	103	10	6
O=[N+]([O-])c1ccc(CN2CCN(c3ccc(F)cc3)CC2)o1	·	-3	-2	·	-1	·	94	1	-13
COCCn1c(SCC(=O)N2CCCCC2)nc2ccccc2c1=O	0.1	6	-9	-4	-7	-0.1	103	12	-1
Cc1cccc(NC(=O)CSc2cccc3cccnc23)c1	-1.1	2	1	-17	1	-1.2	101	5	-1
CCN(CC)C(=O)[C@H]1CC(CC(=O)NCCc2ccccn2)C(=O)N2CCc3c([nH]c4ccccc34)[C@]12C (some centres not stated)	0.4	·	·	-5	-5	-1.3	·	·	·
O=C(CNS(=O)(=O)c1c(Cl)cccc1Cl)OCc1csc(-c2ccccc2)n1	0.5	-2	-2	-6	-7	-1.3	95	30	6
O=C(CN1C(=O)/C(=C/c2ccccc2)SC1=S)Nc1cccnc1	1.1	0	-4	-2	0	0.1	102	11	25
Cc1n[nH]c(=O)c2c(NC(=O)CSc3nc4ccccc4c(=O)n3-c3ccc(OC(F)F)cc3)oc(C)c12	3.0	·	·	-4	-5	-1.2	·	·	·
CCCCn1c(N)c(N(CCC(C)C)C(=O)CCN2C(=O)C3CC=CCC3C2=O)c(=O)[nH]c1=O (configuration not stated)	-0.5	·	·	4	-3	-0.2	·	·	·
COc1ccc(-n2c(=O)c(CCC(=O)N(C)Cc3cccs3)nc3ccccc32)cc1	-0.4	·	·	-16	-3	-1.5	·	·	·
Clc1ccc(Cl)c(OCCCCN2CCNCC2)c1	0.6	12	-2	-2	-9	3.1	115	10	3
COc1ccc(NC(=O)CSc2nc3c(c(=O)n2-c2ccc(F)cc2)SCC3)cc1	-0.4	-3	-1	0	-2	-0.7	98	21	6
CC[n+]1ccccc1/C=C1\Sc2ccc(C)cc2N1C	-0.1	-1	18	-18	-12	0.2	107	14	-10
NS(=O)(=O)c1ccc2nc(NC(=O)c3ccncc3)sc2c1	0.9	7	-16	-11	-7	1.0	106	-2	9
CC1(C)Cc2c(cnn2-c2ccc(F)cc2)C(NC(=O)C(C)(C)O)C1 (configuration not stated)	0.0	3	-14	-9	-9	-0.8	104	5	4
O=C(NCCOc1ccccc1Cl)c1cc(F)c(F)cc1Cl	-1.5	3	11	-1	·	-1.6	101	-8	-8
CCN(CC)C1CCN(c2nc3nonc3nc2NCCOC)C1 (configuration not stated)	-0.3	2	-4	-1	4	0.0	103	-23	0
CCn1ncc(/C=C/C(=O)Nc2c(C)nn(CC)c2C)c1C	3.8	3	-17	-4	-7	0.1	99	2	4
CC(c1ccccc1)C1CC(=O)N(Cc2ccco2)C1=O (configuration not stated)	3.2	-13	15	-12	7	1.6	95	4	-12
(list continues)
SMILES	V1R ag counter	MEKK2mut PB1 HTS	GPR7 antag	OXTR potentiator	GalR3 antag	OXTR agonist	MEKK2wt PB1 HTS	NALP1 yeast inh	PfM18AAP inh
O=C(c1ccccc1)N1CCN(Cc2ccccc2)CC1	0.1	4	2	-5	-1	0.4	102	1	2
COC(=O)c1cccnc1NC(=S)NNC(=O)c1ccncc1	-0.1	-7	0	0	-6	0.6	91	-14	9
CCNc1nc(NCC)n2c(SCC(=O)Nc3ccc(F)cc3)nnc2n1	0.3	·	·	1	-3	-0.3	·	·	·
O=c1oc2ccccc2n1CSc1nc2ccccc2s1	-0.8	4	-12	-9	-1	-1.1	102	8	-6
Cn1c2ccccc2c2ncn(Cc3ccc(F)cc3)c(=O)c21	-0.5	6	-11	-4	-1	-1.5	101	30	-9
COc1ccc(C(=O)N2CCN(c3cccc(Cl)c3)CC2)cc1S(=O)(=O)NC1CC1	1.0	·	·	-5	-7	3.8	·	·	·
N=C1/C(=C\c2ccc(OC(=O)c3ccccc3)cc2)C(=O)N=C2SC(N3CCOCC3)=NN12	-0.3	-1	12	0	·	-0.6	96	9	2
CCOC(=O)Nc1ccc2c(c1)N(C(=O)OC)c1ccccc1CC2	-0.2	-6	-2	5	-4	0.2	97	15	-8
COc1ccc(C(C)NC(=O)c2cccc([N+](=O)[O-])c2)cc1OC (configuration not stated)	-0.1	-3	6	-3	4	0.9	95	38	-7
Cc1ccccc1C(=O)N[C@H](C(=O)OCC(=O)NC1CC1)C(C)C	0.0	·	·	-6	-1	-0.6	·	·	·
Cn1c(N)c(C(=O)CSc2ncn[nH]2)c(=O)n(C)c1=O	0.8	-3	-15	-4	-2	0.1	98	3	11
CCOc1ccc(-n2c(C)cc(/C=N/NC(=O)C(N)=O)c2C)cc1	-0.9	4	-19	2	6	0.4	106	-3	6
C/C(=N\NC(=O)c1cc(-c2ccncc2)nc2ccccc12)c1ccc(N2CCOCC2)cc1	-0.7	3	-2	-7	-6	-1.6	107	8	8
CC(c1ccccc1)N1CCn2c(nc3cc(NC(=O)c4cccs4)ccc32)C1 (configuration not stated)	-0.1	-33	-1	-7	-10	-0.3	35*[inhibitor]	-2	-7
Cc1cccn2c(=O)c3cc(C(=O)NCc4ccc(F)cc4)c(=N)n(CC4CCCO4)c3nc12 (configuration not stated)	0.1	5	-5	0	-3	-1.8	106	4	-1
O=C(COC(=O)c1ccc([N+](=O)[O-])o1)Nc1ccc(F)cc1	1.9	·	·	-9	-7	2.4	·	·	·
COCC(C)n1c(C)cc(C(=O)COC(=O)c2c(NC(C)=O)sc(C)c2C)c1C (configuration not stated)	-0.6	-4	·	-1	-1	-0.8	99	22	·

2 compounds from above, limited to GPR7 antag.
Compound | GPR7 antag
CCn1ncc(/C=C/C(=O)Nc2c(C)nn(CC)c2C)c1C | -17
CC(c1ccccc1)C1CC(=O)N(Cc2ccco2)C1=O (configuration not stated) | 15

Entries above that bear a hit mark in MEKK2wt PB1 HTS:
structure	MEKK2mut PB1 HTS	GPR7 antag	GalR3 antag	MEKK2wt PB1 HTS	NALP1 yeast inh	PfM18AAP inh
CC(c1ccccc1)N1CCn2c(nc3cc(NC(=O)c4cccs4)ccc32)C1 (configuration not stated)	-33	-1	-10	35*[inhibitor]	-2	-7
